Polio RdRp inh: poliovirus RNA polymerase inhibition. poliovirus polymerase elongation, fluorescence polarization; hits give low values. % elongation, % (compound at 16.7 µg/mL). actives 0.66% (n = 150,000). AID 588519; in the data active means % elongation below about 90%; further: some results filed as inactive read as strong as hits
Target sequence (P03300 1749-2209 limits assumed): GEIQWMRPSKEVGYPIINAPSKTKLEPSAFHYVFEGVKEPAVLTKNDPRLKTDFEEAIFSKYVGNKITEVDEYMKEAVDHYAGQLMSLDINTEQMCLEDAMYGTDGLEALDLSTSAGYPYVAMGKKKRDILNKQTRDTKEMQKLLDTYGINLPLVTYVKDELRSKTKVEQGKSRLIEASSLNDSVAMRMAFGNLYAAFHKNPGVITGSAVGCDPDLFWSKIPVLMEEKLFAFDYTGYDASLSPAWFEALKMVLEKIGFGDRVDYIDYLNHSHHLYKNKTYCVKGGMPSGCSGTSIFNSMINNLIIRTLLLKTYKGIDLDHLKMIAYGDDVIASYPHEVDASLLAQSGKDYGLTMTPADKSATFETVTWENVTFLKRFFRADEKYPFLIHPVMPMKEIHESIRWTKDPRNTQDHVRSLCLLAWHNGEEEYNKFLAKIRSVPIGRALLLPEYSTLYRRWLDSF
Polio RdRp inh FP z-score: further read-out of Polio RdRp inh, marked with its call; z-score; measured here: FP z-score; hits read low
An asterisk follows results filed as active; & = joins results of further samples. A portion of the library; rates above refer to the full screens.

SMILES | Polio RdRp inh | Polio RdRp inh FP z-score
Cc1cccn2c(=O)c(C(=O)NC(C)c3ccccc3)cnc12 (stereo not drawn) | 105 | -0.3
CC(=O)N1C(=O)C2(C(C#N)=C(N)Oc3cc(C)oc(=O)c32)c2ccccc21 (stereo not drawn) | 102 | 0.3
CC(=O)Nc1ccc(NC(=O)c2cc(-c3ccc4c(c3)OCCO4)on2)cc1 | 104 | -0.2
CCOC(=O)c1cc2c(=O)n3ccccc3nc2n(CC2CCCO2)c1=NC(=O)c1ccccc1F (stereo not drawn) | 107 | 0.8
COc1ccc(CNC(=O)C(OC)c2ccccc2)cc1 (stereo not drawn) | 100 | -0.1
O=C(CSc1nc2ccccc2s1)NCCC1=CCCCC1 | 102 | 0.2
O=C(Cc1ccccc1F)OCC(=O)c1cc2ccccc2o1 | 110 | 3.3
CC(C)(C)C1CCc2nc(NC(=O)Cc3ccc(Cl)cc3)sc2C1 (stereo not drawn) | 103 | -1.1
O=C(O)C1CCN(C(=O)c2ccc(Cl)cc2)CC1 | 100 | -0.1
Cc1ccc(S(=O)(=O)N(CCc2cccs2)CC(=O)O)cc1 | 101 | 0
CCc1ccc(CNC(=O)C2CCCN(S(=O)(=O)c3ccc4c(ccn4C)c3)C2)cc1 (stereo not drawn) | 100 | -1.6
COc1cccc(NC(=O)CCC(=O)Nc2cccc(OC)c2)c1 | 105 | 0.1
FC(F)n1c2ccccc2c2ccccc21 | 101 | -0.2
O=C1NC(=S)C(=C2CCCC2)S1 | 89 | -1.4
CCOC(=O)c1ccc(NC(=O)CN2Cc3ccccc3C2=O)cc1 | 110 | 0.5
CC(C)(C)Nc1nc(=O)[nH]c(=O)[nH]1 | 108 | 0.7
Cc1cc2oc(=O)sc2cc1NS(=O)(=O)c1cccc2cccnc12 | 104 | 1.4
c1ccc2[nH]c(CCCCc3nc4ccccc4[nH]3)nc2c1 | 102 | 0.3
CCn1c(CNC(=O)NCc2ccccc2)nnc1SC | 100 | -0.6
Cc1c(Cl)cccc1NC(=O)CCS(=O)(=O)c1ccc2c(c1)CC(=O)N2C | 110 | 0.3
O=C(c1ccc(CS(=O)c2ccccc2Cl)o1)N1CCN(c2cccc(Cl)c2)CC1 (stereo not drawn) | 105 | -0.4
Cc1cc(C(=O)COC(=O)c2ccc(S(=O)(=O)NCc3ccco3)cc2)c(C)n1C | 101 | -0.2
Cc1cc(C(=O)COC(=O)c2n[nH]c(=O)c3ccccc23)c(C)n1-c1ccc(S(N)(=O)=O)cc1 | 110 | 0.1
CC(=O)NC(c1ccc(Cl)cc1)C1CCCCC1=O (stereo not drawn) | 101 | -0.5
CCCN(CCC)S(=O)(=O)c1ccc(C(=O)Nc2ccc3c(c2)OCO3)cc1 | 103 | 0.5

Record cards, from the list above. Order of values: Polio RdRp inh | Polio RdRp inh FP z-score
Shown for `O=C1NC(=S)C(=C2CCCC2)S1` = 89 | -1.4
Shown for `CC(=O)N1C(=O)C2(C(C#N)=C(N)Oc3cc(C)oc(=O)c32)c2ccccc21` (stereo not drawn) = 102 | 0.3

Structures above that contain two or more sulfur atoms, in the order listed:
SMILES | Polio RdRp inh | Polio RdRp inh FP z-score
O=C(CSc1nc2ccccc2s1)NCCC1=CCCCC1 | 102 | 0.2
Cc1ccc(S(=O)(=O)N(CCc2cccs2)CC(=O)O)cc1 | 101 | 0
O=C1NC(=S)C(=C2CCCC2)S1 | 89 | -1.4
Cc1cc2oc(=O)sc2cc1NS(=O)(=O)c1cccc2cccnc12 | 104 | 1.4

The listing picks up, repeating the 5 entries before the break.
SMILES | Polio RdRp inh | Polio RdRp inh FP z-score
O=C(c1ccc(CS(=O)c2ccccc2Cl)o1)N1CCN(c2cccc(Cl)c2)CC1 (stereo not drawn) | 105 | -0.4
Cc1cc(C(=O)COC(=O)c2ccc(S(=O)(=O)NCc3ccco3)cc2)c(C)n1C | 101 | -0.2
Cc1cc(C(=O)COC(=O)c2n[nH]c(=O)c3ccccc23)c(C)n1-c1ccc(S(N)(=O)=O)cc1 | 110 | 0.1
CC(=O)NC(c1ccc(Cl)cc1)C1CCCCC1=O (stereo not drawn) | 101 | -0.5
CCCN(CCC)S(=O)(=O)c1ccc(C(=O)Nc2ccc3c(c2)OCO3)cc1 | 103 | 0.5
CCCNC(=O)Cn1cccc1C(=O)c1ccccc1 | 103 | -0.2
Cc1ccc(N=Cc2cc(Br)ccc2O)c(S(=O)(=O)N2CCOCC2)c1 | 101 | -0.3
O=C(Nc1cccc(-c2nc3ccccc3o2)c1)c1ccc(-c2ccc(Br)cc2)o1 | 106 | 0.3
Cc1ccc(NC(=O)c2cc(C)nc3c2c(C)nn3-c2cccc(Cl)c2C)c(C)c1 | 110 | 0.4
CC1CCCC(C)N1C(=O)c1ccccc1 (stereo not drawn) | 99 | -0.3
COc1cc(SC)ccc1C(=O)N(C)c1ccccc1 | 105 | 0.1
COc1ccccc1C(=O)NCC(=O)N1CCN(S(=O)(=O)c2cc(C)ccc2C)CC1 | 103 | -0.2
CCN(CC)C(=O)CSc1nnc(-c2ccc(OC)cc2)n1CCOC | 101 | -0.2
CC(C)(C)n1cccc1C=C1C(=O)NC(=O)NC1=O | 99 | -0.8
COC(=O)c1ccc2c(c1)sc(=NC(=O)c1ccc(S(=O)(=O)N3CCCCC3)cc1)n2C | 111 | 1.1
C=CCn1cnc2c(oc3ccccc32)c1=O | 100 | -0.5
O=S1(=O)CCC(Nc2nc(-c3cccnc3)nc3scc(-c4ccccc4)c23)C1 (stereo not drawn) | 103 | 0.1
Cc1ccc(NC(=O)CSC2CCCC2)c(C)c1 | 103 | 0.7
C=CCN(c1ccccc1)S(=O)(=O)c1cccc2cccnc12 | 103 | 0.8
COc1ccc(-c2noc(N(c3ccc(F)c(Cl)c3)c3nc(-c4ccc(OC)c(OC)c4)no3)n2)cc1OC | 99 | -2
COc1ccc(CC(=O)NCC(C)C)cc1 | 104 | 0.1
CC(C)COC(=O)CNc1n[nH]c(=O)[nH]c1=O | 102 | -0.1
Cc1onc(-c2c(Cl)cccc2Cl)c1NC(=O)N(C)C | 101 | -0.6
Cc1cc(=O)oc2cc(OCC(=O)Nc3c(C(C)C)cccc3C(C)C)ccc12 | 104 | 0.2
O=C(c1ccc(=O)[nH]n1)N1CCN(Cc2ccccc2)CC1 | 108 | 0.3
O=C(NCc1ccccn1)c1nn(-c2ccccc2)c(=O)c2ccccc12 | 107 | 0.3
Cc1cccc(NC(=S)Nc2ccc(N(C)C)cc2)c1 | 99 | -0.5
O=C(Nc1nccs1)C1=COCCO1 | 102 | -0.1
CC1(C)C/C(=N/O)c2cc3c(nc2C1)CC(C)(C)C/C3=N\O | 99 | -0.1
NC(=O)c1ccc(NC(=O)CSc2cccc[n+]2[O-])cc1 | 100 | -0.5
Carrying on:
SMILES | Polio RdRp inh | Polio RdRp inh FP z-score
CCOc1ccc(N(C(=O)Cn2nnc3ccccc32)C(C(=O)NCc2ccccc2)c2ccc(OC)cc2)cc1 (stereo not drawn) | 106 | -0.3
CCOC(=O)Cn1c(=O)n(CC2CCCO2)c2nc(-c3cc(OC)ccc3OC)nc(C(N)=O)c21 (stereo not drawn) | 104 | -0.5
N#CCn1ccn(-c2cccc3ccccc23)c(=O)c1=O | 99 | -1.2
Cc1ccc(NC(=O)C2CCC(CNS(=O)(=O)c3cccc4nsnc34)CC2)c(Cl)c1 (stereo not drawn) | 108 | 0.9
Cc1ccc(N2C(=O)c3cc(N(C)C)ccc3P2(=O)N2CCOCC2)cc1 (stereo not drawn) | 106 | 0.2
O=C(O)CCN(Cc1ccccc1)S(=O)(=O)c1cccs1 | 102 | -0.1
CCOC(=O)c1ccccc1NC(=O)c1cc2ccc3cccnc3c2[nH]1 | 110 | 0.3
O=C1CCCN1c1ccc(S(=O)(=O)Nc2c(NC3CCCCC3)c3ccccc3oc2=O)cc1 | 102 | 0.9
CCCCS(=O)(=O)Nc1ccc2ncn(C)c(=O)c2c1 | 112 | 1.4
O=C1C2CC=CCC2C(=O)N1CCc1nc(-c2ccccc2)no1 (stereo not drawn) | 100 | -0.8
CC1=C(C(=O)N2CCOCC2)C(c2cc(Cl)ccc2OC(F)F)n2c(nc3ccccc32)N1 (stereo not drawn) | 102 | 0.2
CCOc1ccc(NC(=O)c2c(OC)cccc2OC)cc1 | 104 | 0.1
O=C(Nc1ccc(F)cc1)[C@@H]1CCCN1S(=O)(=O)c1ccc(Cl)cc1 | 99 | -0.6
CC(C)c1ccc(/C=C2\CSc3ccccc3C2=O)cc1 | 98 | -0.9
CCOc1ccc(NC(C)=O)cc1 | 103&101 | 0.4&0.2
CCc1ccc(NC(=O)c2sc3nc(C)c(Cl)c(C)c3c2N)cc1 | 107 | 0.6
CC1CCc2c(sc(NC(=O)CN3C(=O)CCC3=O)c2C(N)=O)C1 (stereo not drawn) | 101 | 0.1
CC(CC(=O)NCc1ccccc1)n1cccn1 (stereo not drawn) | 100 | -0.2
CCCCNS(=O)(=O)c1ccc(OCC(N)=O)cc1 | 104 | 0.8
S=C(NCCSc1nnnn1-c1ccccc1)Nc1ccccc1 | 103 | 0.1
O=c1c2ccccc2cnn1-c1ccc(F)cc1F | 106 | 0.6
O=C(O)c1cccc(N=Cc2ccc(N3CCOCC3)cc2)c1 | 97 | -0.3
COc1ccc(NC(=O)c2sc3nc(C)c(C(=O)Nc4ccc(C)cc4C)c(-c4ccc(C)o4)c3c2N)cc1 | 110 | 1.3
COc1ccc(C(CC(=O)Nc2ccccn2)N2Cc3ccccc3C2=O)cc1OC (stereo not drawn) | 92 | -2.6
CCc1ccc(NC(=O)Cn2ccn(Cc3ccccc3OC)c(=O)c2=O)cc1 | 103 | -0.7
Continuation.
SMILES | Polio RdRp inh | Polio RdRp inh FP z-score
CC(C)(C)S(=O)(=O)c1cccc(S(=O)(=O)C(C)(C)C)c1 | 108 | 0.5
COc1cccc(NC(=O)CSc2nc3cc(OC)c(OC)cc3c3nc(-c4ccccc4)nn23)c1 | 103 | -1.3
CN(C)c1cccc(C(=O)Nc2ccc(-c3nc4ccccc4s3)cc2)c1 | 109 | 0.6
NC(=S)c1ccc(C(F)(F)F)cc1Cl | 106 | 0.5
O=C(/C=C/c1ccccc1)Nc1nc2n(n1)C(c1ccc(Cl)cc1)C=C(c1ccccc1)N2 (stereo not drawn) | 111 | 0.8
Cc1csc(=O)n1CC(=O)OCC(=O)Nc1ccccc1 | 102 | 0.1
O=c1nc2ccccn2c2c1c(=O)[nH]c1ccccc12 | 102 | 0.3
Cc1cc(C)cc(NC(=O)c2cc3c(=O)n(Cc4ccco4)ccc3nc2C)c1 | 108 | 0.3
CCOc1ccc(/C=C(\NC(=O)c2ccccc2)C(=O)NC)c2ccccc12 | 101 | 0
Cn1cnnc1Sc1ccc(Cl)cc1NC(=O)c1cc(=O)[nH]c2ccccc12 | 101 | -0.3
COc1cccc(C(=O)NC(C)(C)C)c1OC | 103 | 1.2
FC(F)(F)c1ccc(C=Nn2c(-c3ccccc3)n[nH]c2=S)cc1 | 102 | -0.2
Cc1ccc(-n2c(=O)c3c(C)c(C)sc3n(CC(=O)NCc3ccccc3)c2=O)cc1C | 103 | -0.6
CCN1C(=O)/C(=C\c2ccc(-c3ccc(Cl)c(C(=O)O)c3)o2)SC1=S | 75 | -6.9
c1ccc(CN2CCC(NCC3CCCO3)CC2)cc1 (stereo not drawn) | 100 | -0.7
CC(C)c1ccc(S(=O)(=O)N2CCN(C(=O)n3ccnc3)CC2)cc1 | 99 | -0.3
O=C(Cn1ncc2c(=O)oc3ccccc3c21)NCCCN1CCN(c2ccccc2F)CC1 | 103 | 0.6
CC(NC(=S)Nc1ccc(S(N)(=O)=O)cc1)c1ccc2c(c1)OCO2 (stereo not drawn) | 101 | 0.4
O=c1[nH]nc2n1-c1ccccc1SC2 | 101 | 0
CSC1=NCCN1CCOc1ccccc1 | 103 | 0.4
CC1CCc2cc(F)ccc2N1C(=O)c1cc(S(=O)(=O)N2CCCC2)cn1C (stereo not drawn) | 104 | 1
N=c1n(Cc2ccccc2)c2ccccc2n1CC(O)c1ccccc1 (stereo not drawn) | 102 | 0.1
Cn1c(NC(=O)C2CC2)cc(=O)n(C)c1=O | 103 | 0.3
CC1CC(C)CN(C(=O)NCc2noc3ccccc23)C1 (stereo not drawn) | 107 | 1
O=C(NCCc1ccccc1)c1ncn[nH]1 | 101 | 0.2
Going on with the list:
SMILES | Polio RdRp inh | Polio RdRp inh FP z-score
CCN=c1scc(-c2ccc(OC)cc2)n1/N=C(\C)c1ccc(C)o1 | 132 | 3.3
CCCC(C(=O)Nc1nccs1)c1ccccc1 (stereo not drawn) | 96 | -1
Cc1cc2c(c(=O)o1)C(c1ccc(C(F)(F)F)cc1)C(C(=O)OC(C)C)=C(N)O2 (stereo not drawn) | 105 | 0.2
O=C(NCCCN1CCCC1=O)Nc1ccc(Cl)cc1 | 103 | 0.4
COc1cccc(S(=O)(=O)Nc2ccc(C(=O)N3CCN(C(=O)c4ccco4)CC3)cc2)c1 | 103 | 1.2
CCn1c(CNC(=O)c2ccc(OC)cc2)nnc1SCC(=O)Nc1ccc(F)cc1 | 107 | 0.4
CCOC(=O)C1CCN(Cc2cccc(OC)c2O)CC1 | 102 | -0.2
O=c1[nH]c2ccccc2[n+]([O-])c1-c1ccccc1 | 104 | 0.3
N/C(=N\NS(=O)(=O)c1ccccc1)c1ccccn1 | 104 | 0.7
NC(=O)c1ccccc1OCC(=O)NS(=O)(=O)c1ccc(Cl)cc1 | 98 | -0.8
O=C(Nc1ccccc1)C1CCN(C(=O)Nc2ccccc2)CC1 | 103 | 0
CCc1ccc(NC(=O)CCn2c(=O)c3cccn3c3ccccc32)cc1 | 111 | 0.7
N#CC(C(=O)c1ccco1)c1ccccn1 (stereo not drawn) | 104 | 0.8
Cc1ccc2c(c1)c1c3n2CCN(C(=O)c2cccc(C(F)(F)F)c2)C3CCC1 (stereo not drawn) | 106 | 0.4
C=CCNCc1nc(-c2cccc(C)c2)no1 | 101 | 0.3
COc1ccc(CC(=O)Nc2nc3c(s2)CC(C)CC3)cc1 (stereo not drawn) | 105 | -0.1
CCCC1Cc2nc3sc(C(=O)OCC)c(N)c3cc2CO1 (stereo not drawn) | 100 | -0.5

A few values from the list:
O=C(NCCCN1CCCC1=O)Nc1ccc(Cl)cc1 – Polio RdRp inh = 103
COc1cccc(NC(=O)CCC(=O)Nc2cccc(OC)c2)c1 – Polio RdRp inh FP z-score = 0.1
